# UBC13 polyUb: human UBC13 polyubiquitination inhibition | UBC13 polyubiquitin chain formation, TR-FRET | inhibition, % at 20 µM | hit rate 0.47% among 330,000 | AID 485273; in the data active = inhibition above about 45%, passing the limit was not always enough
# Target sequence (P61088 whole entry, looked up): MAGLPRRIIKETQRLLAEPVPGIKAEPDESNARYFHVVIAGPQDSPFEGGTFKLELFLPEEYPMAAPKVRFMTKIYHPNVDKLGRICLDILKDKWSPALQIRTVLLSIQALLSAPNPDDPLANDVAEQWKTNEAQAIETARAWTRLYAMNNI
# SENP1 inh: inhibitors of human SENP1 SUMO protease catalytic domain; Q9P0U3; recombinant SENP1 catalytic domain, CyPet-SUMO1-YPet FRET cleavage; inhibition, % at 10 µM; hit rate 0.21% among 360,000; AID 624204;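 active = inhibition at least 30% at 10 µM, raw YFP signal under a set limit, fluorescence ratio 0.5 to 1.5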;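 also: 0% = enzyme with DMSO and 100% = no enzyme wells; some results filed as inactive read as strong as hits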
#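 Material: hSENP1 catalytic domain, recombinant; medium: Tris pH 8 with BME, BSA, NP40 and catalase; compound: single concentration of 10 µM compound, 0.5% DMSO final; technique: FRET read of cyan and yellow fluorescence; timing: 50 min enzyme reaction, room temperature, light-protected; reagent: SFCypet-SUMO1-SFYpet substrate at 25 nM; control set: no-enzyme low, enzyme-DMSO high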
# HKDC1 inh: blocks human hexokinase HKDC1 activity. hit rate 0.16% among 340,000. AID 493160. inhibition, % at 20 µM. recombinant HKDC1, G6PDH/diaphorase resazurin coupled fluorescence. Q2TB90;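 active = inhibition above about 35% when tested at 20 µM, limit read from the data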;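 also: plate controls were DMSO wells with enzyme for no effect and DMSO wells lacking enzyme for full effect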
# Target sequence (Q2TB90 whole entry, looked up): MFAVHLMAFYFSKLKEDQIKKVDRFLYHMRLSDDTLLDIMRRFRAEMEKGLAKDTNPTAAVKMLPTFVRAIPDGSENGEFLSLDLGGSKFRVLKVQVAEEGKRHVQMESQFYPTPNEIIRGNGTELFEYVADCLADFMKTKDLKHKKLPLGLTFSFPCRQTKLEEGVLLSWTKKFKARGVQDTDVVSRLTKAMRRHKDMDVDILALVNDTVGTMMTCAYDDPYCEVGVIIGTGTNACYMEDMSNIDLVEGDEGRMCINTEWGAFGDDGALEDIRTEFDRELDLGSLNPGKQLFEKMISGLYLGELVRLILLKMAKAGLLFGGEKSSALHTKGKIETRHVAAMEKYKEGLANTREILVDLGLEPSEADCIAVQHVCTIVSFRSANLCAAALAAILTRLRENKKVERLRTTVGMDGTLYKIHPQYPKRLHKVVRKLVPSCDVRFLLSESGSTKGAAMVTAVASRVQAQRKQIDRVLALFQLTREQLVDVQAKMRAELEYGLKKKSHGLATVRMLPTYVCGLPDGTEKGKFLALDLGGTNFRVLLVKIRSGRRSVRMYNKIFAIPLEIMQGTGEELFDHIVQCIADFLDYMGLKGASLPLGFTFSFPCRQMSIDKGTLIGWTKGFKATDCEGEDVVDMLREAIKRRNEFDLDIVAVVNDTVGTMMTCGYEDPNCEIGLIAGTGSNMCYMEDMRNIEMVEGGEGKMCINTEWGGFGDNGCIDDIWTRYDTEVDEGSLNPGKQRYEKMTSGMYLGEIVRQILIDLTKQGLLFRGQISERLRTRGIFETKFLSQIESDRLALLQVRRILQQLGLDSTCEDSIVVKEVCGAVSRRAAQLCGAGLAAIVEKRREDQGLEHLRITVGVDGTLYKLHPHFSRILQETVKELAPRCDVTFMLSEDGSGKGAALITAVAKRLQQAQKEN
#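 test system = in-house recombinant HK5 (HKDC1) enzyme | amount = HKDC1 at 5 µg/mL | control set = DMSO-enzyme wells negative, buffer-substituted wells positive | compound = one dose of 20 µM, 1% DMSO | schedule = reaction time 90 min, room temperature, protected from light | technique = resorufin fluorescence at 613 nm | reagent = glucose with 1 mM ATP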
# SENP6 block: SENP6 protease inhibition; Recombinant SENP6 catalytic domain, aminoluciferin luminescence; hit rate 1.8% among 330,000; inhibition, % at 10 µM; Q9GZR1; AID 2599;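 active = inhibition above about 50% at the single tested dose, limit read from the data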;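 also: plate controls were DMSO wells with enzyme for no effect and DMSO wells lacking enzyme for full effect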
# SENP7 block: blocks the human protease SENP7; Q9BQF6; recombinant SENP7, Z-RLRGG-aminoluciferin luminescence, 40 min; inhibition, % at 5 µM; hit rate 1.5% among 330,000;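 active = inhibition above about 50% at the single test dose, limit read from the data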;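 also: plate controls were DMSO with enzyme for no effect and no enzyme buffer wells for full effect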
# SENP8 block-1: inhibitors of human SENP8 protease | Q96LD8 | hit rate 0.64% among 360,000 | AID 602440 | recombinant SENP8, Nedd8 substrate fluorescence | inhibition, % at 20 µM; in the data active = inhibition mostly above about 40%, no sharp cut-off; inactive = mostly below about 27%
# SENP8 block-2: blocks the human protease SENP8. AID 2540. purified SENP8, Z-RLRGG-aminoluciferin cleavage, luminescence. inhibition, % at 10 µM. hit rate 1.2% among 330,000. Q96LD8; in the data active = inhibition above about 50%
# PfG6PD inh: PfG6PD (Plasmodium falciparum) enzyme inhibition. PfGluPho enzyme, NADPH resazurin-diaphorase fluorescence. inhibition, % at 20 µM. hit rate 0.78% among 350,000;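 active = inhibition reaching at least a set limit at 20 µM in the primary screen, cut at about 59% in these data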;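 also: 0% = DMSO wells with substrate and 100% = DMSO wells lacking glucose-6-phosphate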
# beta cell repl: inducers of beta-cell replication in MIN6 cells. MIN6 cells proliferation, ATPlite luminescence, 48 h; cells starved in 0.2% serum; 100% = growth in 10% serum. hit rate 0.29% among 330,000. proliferation, % at 10 µM;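 active = compounds whose signal lies at least 3.5 SD above the mean of all wells on their plate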;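 also: 0% = DMSO-treated cells in low-serum medium and 100% = 10% serum control; some compounds called inactive have numbers as strong as hits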
# Starred values were filed as active, the others as inactive; i = inactive; . = not tested or not shown; & = joins results of further samples.
SMILES,UBC13 polyUb,SENP1 inh,HKDC1 inh,SENP6 block,SENP7 block,SENP8 block-1,SENP8 block-2,PfG6PD inh,beta cell repl
Fc1cccc(NC(=S)NCc2ccccc2Cl)c1,2,2,0,-11,-8,8,1,-9,-3
COc1ccc(-n2cc(CN3CCC(OC)CC3)c(-c3cccc(F)c3)n2)cc1,13,3,-7,7,2,6,-1,5,1
N#CCCN(C(=O)COC(=O)CNC(=O)C12CC3CC(CC(C3)C1)C2)c1ccccc1,-1,0,-4,-8,1,7,4,10,2
C/C(=C/C(=O)N1CCc2ccccc21)C(=O)O,5,-2,-12,11,-2,20,-1,5,-1
Cc1ccc(C(=O)CNc2cccc(Cl)c2)cc1,4,0,-13,3,6,7,-11,-7,-2
CC(=O)Nc1ccccc1C(=O)C(=O)Nc1ccccc1,-15,-1,-4,6,-2,33,-8,2,-1
CC(C)C(=O)Nc1ccc(NC(=O)c2ccc3c(c2)OCO3)cc1,3,-1,-2,14,33,9,-10,11,-2
COc1ccc(Br)cc1C(=O)NC(=S)Nc1c(C)n(C)n(-c2ccccc2)c1=O,3,0,-2,-6,2,12,4,-4,0
COc1cc(NC(=O)Cc2cccs2)c(C(=O)O)cc1OC,5,-1,-3,-11,4,12,0,12,-1
CN1CCN(CC(O)COc2ccc(S(=O)(=O)N3CCOCC3)cc2)CC1 (stereo not drawn),10,3,-5,-5,-3,10,-6,-3,1
COC(=O)c1ccccc1NC(=O)c1onc(C)c1Cl,4,1,-5,-20,-5,-44,0,10,3
CC(=O)Nc1cccc(NC(=O)C2CCCN2C(=O)Nc2cccc(F)c2)c1 (stereo not drawn),0,1,2,-2,4,4,-1,2,0
Cc1cc(Oc2ccccc2)nc(SCC(=O)Nc2ccc(Cl)cc2Cl)n1,4,1,4,6,-3,18,6,2,-3
Cc1cccc(N(Cc2ccccc2)C(=O)c2ccccc2S(C)(=O)=O)c1,-2,-1,1,-16,-2,9,-7,-28,1
CC(C)CCNC(=O)CNC(=S)N(CCCN1CCOCC1)Cc1cccs1,-12,1,-8,-13,-8,22,-2,-17,-2
CC1CCN(Cc2c(C(=O)N/N=C/c3ccc(C(F)(F)F)cc3)nnn2-c2nonc2N)CC1,-2,-2,2,-9,-2,9,-1,-13,0
COc1ccccc1N1C(C)=CC(=C(C#N)c2nc3ccccc3s2)C=C1C,-14,-30,6,61*,4,67*,3,-9,-6
O=C(c1cccc(-n2cccc2)c1)N1CCN(S(=O)(=O)c2ccccc2Br)CC1,0,2,2,-10,1,10,11,-12,-2
O=C1CC(N2CCN(c3ccc(S(=O)(=O)N4CCCC4)cc3)CC2)C(=O)N1c1ccc(F)cc1 (stereo not drawn),-1,4,3,0,-8,19,-7,6,-1
O=C(COc1ccc(Cl)cc1Cl)NCC(=O)N/N=C/c1c[nH]c2ccccc12,-8,1,-8,-7,7,19,3,-1,1
COc1cccc(/C=N/n2c(-c3cc(C)[nH]n3)n[nH]c2=S)c1OC,-9,3,-1,-15,10,13,-5,11,-2
Cc1ccc(C(=O)C2CC2)cc1C,.,-1,-6,.,.,24,.,-19,.
Cc1cc(C)n2c(nc3ccccc32)c1C(=O)NN,7,-9,-6,-2,0,-416,-6,1,-3
Cc1c(Cl)cccc1NC(=S)Nc1ccc2[nH]c(=O)[nH]c2c1,-4,-46,3,-21,9,2,-5,44,-3
CSCCC(NS(=O)(=O)c1cc(C(=O)O)ccc1Cl)C(=O)O (stereo not drawn),-5,3,-11,-47,0,-6,-4,-7,1
Cc1cccc(C)c1NC(=O)CN(C)C(=O)/C=C/c1cccs1,-10,0,0,0,1,4,1,7,-3
Cc1nn(C)c(C)c1/C=C/C(=O)O,-4,2,-5,-14,-7,5,-3,-11,-1
O=C1C2C3C=CC(C3)C2C(=O)N1c1ccncc1 (stereo not drawn),-1,1,-2,-24,-12,21,-2,3,-3
O=C(NCc1ccco1)C(C(=O)c1ccc(F)cc1)n1ccccc1=O (stereo not drawn),-5,3,2,-10,-7,9,-5,-2,1
CCN(CC)C(=O)CSc1nnc(CCN)o1,-4,3,-9,8,1,18,9,-2,-2
COc1ccc(-c2c(-c3ccc(C#N)cc3)oc(=O)c3cc(OC)c(OC)cc23)cc1,45*,-1,-1,8,0,-488,-6,-3,-3
COc1ccc(N2CCN(CC(=O)NC(=O)NCc3ccco3)CC2)cc1,1,1,-10,-16,5,8,-3,13,1
Cc1cccc(NC(=O)CC23CC4CC(C2)CC(n2nnc(C)n2)(C4)C3)c1,9,2,-3,-8,-4,15,-1,8,0
COc1cc(OC)cc(C(=O)NNC(=O)c2ccc(-n3cncn3)c([N+](=O)[O-])c2)c1,6,3,-2,2,-3,15,-2,-12,2
Cc1cccc(C(=O)N=c2c(C#N)cc3c(=O)n4cccc(C)c4nc3n2Cc2ccco2)c1,5,-27&-25,32&1,-13,3,i,-5,33&13,-6
CC(=O)c1ccccc1C(=O)N1CCCC(C(=O)c2ccc(C(F)(F)F)cc2)C1 (stereo not drawn),-6,2,3,4,5,8,-2,-9,-2
O=C(COC(=O)/C=C/c1ccc([N+](=O)[O-])cc1)NCC1CCCO1 (stereo not drawn),-2,2,-6,-8,4,18,-2,-2,1
N#Cc1c(N)n[nH]c1Cc1cccc2ccccc12,6,0,1,-4,5,6,0,-11,-1
COc1cc(C(=O)NCCC(=O)NCCN2CCOCC2)cc(OC)c1OC,17,1,-8,4,-11,11,1,-3,-2
COc1ccc(-n2nc(C(=O)NCC(=O)N3CCCCC3)c3ccccc3c2=O)cc1,23,6,-1,-2,6,-133,0,-12,0
CCCCOC(=O)/C=C\C(=O)NC(N)=O,-7,3,2,-5,-6,24,-10,7,-7
O=C(COC(=O)Cc1n[nH]c(=O)c2ccccc12)Nc1ncc(Cl)cc1Cl,-18,3,0,-17,-5,-3,-2,5,2
CCC(=O)Nc1cc2c(C)cc(=O)oc2cc1C,12,1,-6,3,0,-293,0,-6,-2
CC1CCN(C(=O)c2ccc3ccccc3c2)CC1,3,2,-4,-16,4,14,-4,-4,-3
Cc1ccc(C(C(=O)NC2CCCCC2)N(C(=O)c2csnn2)C2CCCC2)o1 (stereo not drawn),-9,-1,-6,-13,-1,19,-10,7,1
CCOC(=O)c1cnc2c(CC)cccc2c1NCCN1CCOCC1,5,-2,-5,-10,-1,-136,7,8,-4
O=C(OCC(O)C(O)COC(=O)c1ccccc1)c1ccccc1 (stereo not drawn),0,-1,-5,5,4,8,-1,7,-1
CC(OC(=O)CNC(=O)c1ccccc1)C(=O)Nc1ccc(S(=O)(=O)N2CCOCC2)cc1 (stereo not drawn),0,2,0,-8,-5,6,-8,3,5
COCc1ccc(CN2CCC(n3nccc3NC(=O)CCCc3ccccc3)CC2)o1,3,-1,1,8,1,10,0,-5,-3
N/C(=N\OC(=O)c1ccc(Cl)cc1)c1cccnc1,-5,7,-1,72*,67*,24,36,-4,-3
Cc1ccc(-n2nc3ccc(NC(=O)c4ccc5c(c4)OCO5)cc3n2)cc1,20,-3,-11,4,6,-295,2,3,-2
CCCc1nnc(SCC(=O)Nc2ccc(NC(C)=O)cc2)n1-n1cccc1,-2,0,-4,-23,-7,-3,-8,-3,1
O=[N+]([O-])c1ccc(S(=O)(=O)NN=Cc2ccc3c(c2)OCO3)cc1,.,3,-5,.,.,18,.,-15,.
O=C(NCC(=O)N1CCN(S(=O)(=O)/C=C/c2ccccc2)CC1)c1ccccc1F,-12,1,1,-30,-9,13,-3,-7,0
c1ccc(N2CCN(C3CC4CCC3C4)CC2)cc1 (stereo not drawn),4,1,-8,1,-5,1,7,11,5
CCOc1cccc(OCCCNCCCOC)c1,1,0,-10,0,3,4,9,-7,3
Cc1cc(C)nc(NS(=O)(=O)c2ccc(NC(=O)CN3C(=O)c4ccccc4C3=O)cc2)n1,0,.,.,2,5,.,-3,.,-2
CC(=O)N1CC2(NC(=O)c3ccccc3N2)c2ccccc21 (stereo not drawn),9,-1,-1,1,-2,-435,9,-15,-3
CCO[C@@H]1OC(C(=O)N2CCN(Cc3ccccc3)CC2)=C[C@H](c2coc3ccccc3c2=O)[C@H]1CCCO,9,.,-1,-9,4,.,2,-14,2
COc1cc2c(C(=O)N3CCN(c4cccc(Cl)c4)CC3)cn(C)c(=O)c2cc1OC,-4,0,-4,-2,-9,-10,-1,3,-3

# Four structures already listed, arranged by number of heavy atoms, smallest number first:
SMILES,UBC13 polyUb,SENP1 inh,HKDC1 inh,SENP6 block,SENP7 block,SENP8 block-1,SENP8 block-2,PfG6PD inh,beta cell repl
N/C(=N\OC(=O)c1ccc(Cl)cc1)c1cccnc1,-5,7,-1,72*,67*,24,36,-4,-3
Cc1ccc(-n2nc3ccc(NC(=O)c4ccc5c(c4)OCO5)cc3n2)cc1,20,-3,-11,4,6,-295,2,3,-2
COc1cc2c(C(=O)N3CCN(c4cccc(Cl)c4)CC3)cn(C)c(=O)c2cc1OC,-4,0,-4,-2,-9,-10,-1,3,-3
COCc1ccc(CN2CCC(n3nccc3NC(=O)CCCc3ccccc3)CC2)o1,3,-1,1,8,1,10,0,-5,-3

# Carrying on:
SMILES,UBC13 polyUb,SENP1 inh,HKDC1 inh,SENP6 block,SENP7 block,SENP8 block-1,SENP8 block-2,PfG6PD inh,beta cell repl
CCOC(=O)C1(Cc2cccc(Cl)c2)CCCN(C(=O)c2cc(C)on2)C1 (stereo not drawn),0,3,3,10,1,2,6,-3,-1
Cc1ccc2c(c1)C(C)CC(C)(C)N2C(=O)CN1CCN(C)CC1 (stereo not drawn),-2,1,-4,-1,8,0,7,-9,-1
CCOc1ccccc1NC(=O)c1ccccc1N(C)S(=O)(=O)c1ccc(C)cc1,10,1,8,10,11,2,6,11,-1
Cc1ccc(NC(=O)COC(=O)C2(CC(=O)NC(C)(C)C)CCCC2)cc1C,2,0,-3,-5,-2,4,-15,18,-5
CCc1ccc(NC(=O)C2CCN(S(=O)(=O)c3ccc4c(c3)NC(=O)C(C)S4)CC2)cc1 (stereo not drawn),1,7,5,2,-2,5,5,23,-8
COc1ccc(CCNC(=O)c2c(C)noc2C)cc1,-8,1,-8,-27,-1,19,-5,-8,-3
COc1ccc(-c2c(C#Cc3ccsc3)c3cc(-c4ccc(C(N)=O)cc4)ccc3n2C)cc1,7,0,-3,4,2,-439,-7,5,-6
COc1ccc2[nH]c(=O)c(CN(C(=O)c3cccnc3)c3ccc(C)cc3C)cc2c1,21,-3,0,-10,-5,-362,-2,-10,1
COc1ccc(/C=N/NS(=O)(=O)c2ccccc2)cc1OC,-2,2,-6,-24,-9,9,-2,-15,1
Cc1ccc(NC(=O)COC(=O)CCc2ccccc2)c(Cl)c1,-6,0,-1,-20,-5,14,-11,9,-1
CCc1nn(CCCC(=O)N(C)Cc2ccccc2)c(=O)c2cc3occc3n12,0,1,-2,-31,-1,5,1,5,3
COC(=O)[C@H](CC(C)C)NC(=O)NCCC1=CCCCC1,-2,5,1,-9,-3,3,-3,-14,-3
Cc1nnc(N/N=C/c2c[nH]c3ccccc23)[nH]c1=O,6,0,-7,-23,8,36,5,6,2
N#CCCN(Cc1ccccc1)C(=O)Nc1ccc2c(c1)CCO2,7,2,-2,-9,10,18,1,-2,-2

# Screens deposited in PubChem by Sanford-Burnham Center for Chemical Genomics.
